Screening results as filed in PubChem.
EP2 modulator = modulates human prostaglandin E2 receptor EP2 signaling; EP2-expressing cells, cAMP HTRF FRET, PGE2 co-stimulation; induction, % at 25 µM; 260,000 compounds, 0.83% hits; AID 940;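 active = compounds whose cAMP rise, as percent of the full-agonist control response, exceeds 60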;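 also: rat C6 glioma line stably carrying human EP2 under a CMV promoter; the protocol text gives 20 µM as final concentration; 100% = response of wells given 1 µM PGE2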
Target sequence (P43116 whole entry, looked up): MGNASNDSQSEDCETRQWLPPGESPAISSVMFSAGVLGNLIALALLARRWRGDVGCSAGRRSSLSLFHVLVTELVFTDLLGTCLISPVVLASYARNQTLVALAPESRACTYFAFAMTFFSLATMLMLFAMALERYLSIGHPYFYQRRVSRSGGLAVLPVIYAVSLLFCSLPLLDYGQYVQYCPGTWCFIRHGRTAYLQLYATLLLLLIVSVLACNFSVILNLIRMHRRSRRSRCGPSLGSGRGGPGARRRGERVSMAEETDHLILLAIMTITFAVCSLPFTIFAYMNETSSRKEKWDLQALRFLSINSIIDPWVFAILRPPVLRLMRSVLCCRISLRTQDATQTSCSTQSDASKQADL
NPY-Y1 antag = NPY-Y1 (human) receptor antagonism; P25929; 200,000 compounds, 1% hits; inhibition, % at 3.6 µM; HEK293-CNG Y1 cells, membrane potential fluorescence; NPY at EC95, then isoproterenol;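 active = inhibition above the campaign mean inhibition of all tested compounds plus 3 SD, cut at about 20% in these data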;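 also: 0% = DMSO wells given NPY plus isoproterenol and 100% = isoproterenol alone without NPY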
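Benchmarks – high control isoproterenol alone, low control NPY with isoproterenol · Material – HEK293 Y1/CNG channel cell line · Times – dye 3 h, compound 60 min room temperature, stimulation 45 min · Probe or stimulus – NPY (25 nM), isoproterenol (1 µM), Ro 20-1724 (25 µM) · Evaluation – % inhibition of NPY effect · Signal – fluorescence, membrane potential probe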
eIF4E-4G inh = eIF4E/eIF4G interaction inhibition in translation initiation | P63073+Q04637 | TR-FRET eIF4E-eIF4GI(517-606) binding, 2 h | 220,000 compounds, 0.37% hits | AID 782 | inhibition, % at 21.7 µM;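 active = inhibition above about 30%, limit read from the data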;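 also: 0% = full FRET control wells and 100% = background wells lacking eIF4GI fragment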
EP2 antag = blocks the human prostaglandin E2 receptor EP2; C6 glioma cells expressing human EP2, cAMP TR-FRET; cells stimulated with saturating PGE2; inhibition, % at 25 µM; 260,000 compounds, 0.52% hits; AID 1422;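 active = percent inhibition above 40 after rounding to a whole number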;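 also: rat C6 glioma host cells with rolipram phosphodiesterase inhibitor present; the protocol text gives 20 µM as final concentration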
S1P4 ag = agonists of human S1P4 receptor; AID 1509; 220,000 compounds, 0.35% hits; S1P4-expressing cell line, agonist reporter assay; O95977; activation, % at 4.98 µM; in the data active = activation above about 11%;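 also: 0% = DMSO vehicle and 100% = reference agonist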
Target sequence (O95977 whole entry, looked up): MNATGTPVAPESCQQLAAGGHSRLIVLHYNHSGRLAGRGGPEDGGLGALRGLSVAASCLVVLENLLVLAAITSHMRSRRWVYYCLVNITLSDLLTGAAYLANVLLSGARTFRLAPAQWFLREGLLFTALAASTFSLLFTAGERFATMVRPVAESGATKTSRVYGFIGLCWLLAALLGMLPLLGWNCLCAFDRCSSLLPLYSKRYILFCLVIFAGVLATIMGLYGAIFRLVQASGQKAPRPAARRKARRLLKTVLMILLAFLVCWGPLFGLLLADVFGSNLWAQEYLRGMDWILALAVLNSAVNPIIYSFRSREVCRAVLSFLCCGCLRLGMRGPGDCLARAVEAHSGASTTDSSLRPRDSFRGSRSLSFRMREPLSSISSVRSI
S1P4 antagonist = blocks the human S1P4 receptor; S1P4-expressing cells, antagonist mode, reporter read-out; inhibition, % at 4.98 µM; AID 1510; 220,000 compounds, 0.26% hits; in the data active = inhibition above about 29%;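 also: 0% = wells stimulated with agonist and 100% = vehicle wells without agonist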
NPY-Y1 PAM-ag = potentiators or agonists of human neuropeptide Y receptor Y1. 220,000 compounds, 0.37% hits. activation, % at 3.6 µM. P25929. NPY-Y1 expressing cells, potentiator/agonist activation; in the data active = activation above about 33%, passing the limit was not always enough;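 also: cells stimulated with NPY at EC10 then isoproterenol at EC100; 0% = low agonist plus stimulus and 100% = saturating agonist plus stimulus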
p97 ATPase inh = inhibitors of human p97 ATPase; recombinant p97 ATPase, Kinase-Glo ATP luminescence, 3 h; AID 1481; inhibition, % at 8 µM; 220,000 compounds, 0.42% hits; P55072; in the data active = inhibition above about 15%;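 also: 0% = DMSO vehicle and 100% = wells lacking enzyme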
NPY2 pot ag = potentiators or agonists of human neuropeptide Y receptor Y2; cells expressing NPY-Y2, potentiator/agonist read-out; AID 1359; 220,000 compounds, 0.45% hits; P49146; activation, % at 3.6 µM; in the data active = activation above about 27%;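 also: cells stimulated with NPY near EC25 plus isoproterenol at EC100; 0% = vehicle plus submaximal agonist and 100% = vehicle plus saturating agonist; some results beyond the cut were filed as inactive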
Starred values were filed as active, the others as inactive; · = not tested or not shown; [ ] = remark or other dose. A portion of the library (hit frequency here may not be typical).

Screens in order: EP2 modulator | NPY-Y1 antag | eIF4E-4G inh | EP2 antag | S1P4 ag | S1P4 antagonist | NPY-Y1 PAM-ag | p97 ATPase inh | NPY2 pot ag
O=C(NCCO)c1ccc2c(c1)S(=O)(=O)c1ccccc1C2=O
    -2.6 | -1.6 | 1.7 | 16.4 | 0.0 | -0.7 | -0.2 | 5.3 | 9.2
Cc1ccc(CC2S/C(=N/c3ccccn3)NC2=O)cc1 (configuration not stated)
    -18.8 | -3.6 | -8.2 | 6.6 | 0.6 | 5.0 | 5.8 | 3.0 | -7.2
CC(=O)Nc1nccc(-c2cc(-c3ccccc3)no2)n1
    5.8 | · | 5.4 | 4.3 | 1.4 | -11.2 | 3.3 | 3.6 | 12.6
OCCN1CCN(c2ncnc3c2c(-c2ccccc2)cn3-c2ccc(F)cc2)CC1
    -31.2 | 13.5 | -0.9 | 4.8 | -0.7 | 20.6 | -38.6 | 4.8 | -16.1
Cn1c(SCC(=O)N2CCCC2)nnc1-c1ccc(S(=O)(=O)N2CCCC2)cc1
    -1.4 | 1.0 | -3.7 | 6.0 | 0.0 | -17.6 | -9.7 | -1.9 | -9.8
O=c1c(S(=O)(=O)c2ccc(Cl)cc2)cn(Cc2cccc(F)c2)c2ccc(F)cc12
    1.5 | 2.3 | 1.5 | 3.8 | 0.5 | 6.7 | 7.3 | 3.9 | -2.5
COc1cc(C=O)c(Br)cc1OCC(=O)NCCc1ccccc1
    -35.1 | -7.7 | 2.9 | 3.5 | -1.4 | 0.8 | -5.6 | -1.5 | 3.0
O=C(Cn1cnc2c(nnn2Cc2ccc(Cl)cc2)c1=O)N1CCN(c2ccccc2)CC1
    5.5 | 11.1 | 2.4 | 5.3 | 0.5 | -14.3 | -13.6 | 9.7 | 4.0
CCc1cc2c(=O)c(-c3ccc4c(c3)OCCO4)coc2c(CN2CCCCC2C)c1O (configuration not stated)
    13.1 | 2.6 | 2.8 | 10.6 | 0.2 | 4.6 | -2.6 | -1.2 | -5.0
NC(CSC12CC3CC(CC(C3)C1)C2)C(=O)O (configuration not stated)
    7.4 | -5.0 | 7.6 | 6.2 | -1.1 | -2.1 | -1.5 | 0.7 | -6.5
CCOc1ccc(N2C(=O)NC(Cc3c[nH]c4ccccc34)C2=O)cc1 (configuration not stated)
    2.9 | -3.1 | -6.7 | 12.1 | -2.5 | -26.2 | 11.2 | -2.4 | 1.0
COc1ccc(C2CC(=O)c3cnc(Nc4cc(C)cc(C)c4)nc3C2)cc1 (configuration not stated)
    30.7 | 14.7 | -5.7 | 6.5 | -1.0 | 5.5 | -4.5 | -2.9 | -4.1
O=C(CSc1cccc2cccnc12)N1CCCC1
    -13.8 | 3.1 | -8.9 | 16.8 | -0.2 | -5.8 | 6.4 | 9.9 | 6.1
CNc1nc(-c2c[nH]c3ccccc23)cs1
    -43.2 | 5.4 | 6.3 | 6.1 | -3.8 | -8.6 | 15.7 | 6.1 | -3.3
CC(C)c1ccc(/C=N/NC(=O)c2c(Cl)cnn2C)cc1
    -20.3 | -3.6 | 8.3[fluorescence artefact?] | 6.1 | 0.7 | -3.5 | -5.8 | -2.3 | -7.1
Cn1c(=O)c2c(nc(NC3CCCCC3)n2Cc2ccccc2)n(C)c1=O
    35.8 | 2.4 | 2.8 | 12.8 | -0.4 | -4.6 | 17.2 | 2.4 | -3.9
O=C(OCCNc1nc(-c2ccccc2)nc2ccccc12)c1cccnc1
    -28.5 | -2.1 | 0.7 | 2.4 | -0.8 | -12.5 | -4.1 | -1.2 | -3.1
CNNC(=O)C(=O)NNS(=O)(=O)c1ccccc1
    34.8 | -4.3 | 4.8 | 7.0 | -0.3 | 1.7 | -7.6 | 2.0 | -7.8
COc1cccc(/C=N/NC(=O)Cn2ccnc2C)c1
    -4.3 | -0.2 | 5.7[fluorescence artefact?] | 5.3 | -0.5 | -5.2 | -20.4 | 3.2 | 7.9
COc1ccc(C)cc1-n1nnnc1SCC(=O)c1ccc2c(c1)OCCO2
    26.8 | 9.1 | -66.2 | 13.0 | -1.0 | -7.3 | -42.6 | 1.9 | -14.9

Only EP2 modulator and EP2 antag, for two of the compounds above:
smiles | EP2 modulator | EP2 antag
NC(CSC12CC3CC(CC(C3)C1)C2)C(=O)O (configuration not stated) | 7.4 | 6.2
CCOc1ccc(N2C(=O)NC(Cc3c[nH]c4ccccc34)C2=O)cc1 (configuration not stated) | 2.9 | 12.1

Back to the main list with the 6 entries that preceded the break.
Screens in order: EP2 modulator | NPY-Y1 antag | eIF4E-4G inh | EP2 antag | S1P4 ag | S1P4 antagonist | NPY-Y1 PAM-ag | p97 ATPase inh | NPY2 pot ag
CC(C)c1ccc(/C=N/NC(=O)c2c(Cl)cnn2C)cc1
    -20.3 | -3.6 | 8.3[fluorescence artefact?] | 6.1 | 0.7 | -3.5 | -5.8 | -2.3 | -7.1
Cn1c(=O)c2c(nc(NC3CCCCC3)n2Cc2ccccc2)n(C)c1=O
    35.8 | 2.4 | 2.8 | 12.8 | -0.4 | -4.6 | 17.2 | 2.4 | -3.9
O=C(OCCNc1nc(-c2ccccc2)nc2ccccc12)c1cccnc1
    -28.5 | -2.1 | 0.7 | 2.4 | -0.8 | -12.5 | -4.1 | -1.2 | -3.1
CNNC(=O)C(=O)NNS(=O)(=O)c1ccccc1
    34.8 | -4.3 | 4.8 | 7.0 | -0.3 | 1.7 | -7.6 | 2.0 | -7.8
COc1cccc(/C=N/NC(=O)Cn2ccnc2C)c1
    -4.3 | -0.2 | 5.7[fluorescence artefact?] | 5.3 | -0.5 | -5.2 | -20.4 | 3.2 | 7.9
COc1ccc(C)cc1-n1nnnc1SCC(=O)c1ccc2c(c1)OCCO2
    26.8 | 9.1 | -66.2 | 13.0 | -1.0 | -7.3 | -42.6 | 1.9 | -14.9
CC/C(CC(=O)C(F)(F)F)=N\NC(=O)/C(C#N)=C/N(C)C
    -2.2 | -8.7 | -0.8 | -0.4 | -0.7 | 6.2 | 1.1 | 6.0 | -11.2
CC(=O)c1sc(NC(=O)CCCOc2ccc(Cl)cc2)nc1C
    6.2 | -0.1 | 4.7 | 5.4 | 3.1 | 4.4 | 16.4 | 0.9 | 1.3
CCOc1ccccc1NC(=O)CSc1nnc(CNC(=O)COc2ccc(Cl)cc2)o1
    -11.8 | 1.4 | -1.1 | 11.6 | -0.2 | 9.1 | 5.2 | 1.2 | -19.8
COc1ccccc1C(N)=S
    22.3 | 7.2 | -2.4 | 7.4 | 0.8 | 10.3 | 1.4 | 5.2 | -2.0
CC(NC(=O)NC1CCCCC1)C(c1cccs1)N1CCN(Cc2ccccc2)CC1 (configuration not stated)
    4.0 | 11.1 | -5.6[fluorescence artefact?] | 10.8 | -1.3 | 4.1 | -8.5 | -6.5 | -17.2
O=C(NCCCn1ccnc1)C(=O)c1cn(CC(=O)N2CCCCCC2)c2ccccc12
    14.0 | 3.7 | 0.1 | 13.8 | 0.9 | 6.9 | 12.4 | 3.1 | -5.5
COc1ccc(CCN(C)C(=O)CSc2ncnc3sccc23)cc1OC
    -6.6 | -0.6 | -3.4 | 3.1 | 0.7 | -11.4 | -31.2 | -2.5 | 1.0
COc1cccc(CC(NC(C)=O)C(=O)NC2CCN(c3c(Cc4ccccc4)c(C)nc4ncnn34)CC2)c1 (configuration not stated)
    15.4 | -1.0 | -0.2 | 6.4 | -1.2 | 15.3 | -20.9 | 0.1 | 1.4
Cc1[nH]nc2c1C(c1ccc(OC(=O)c3ccco3)cc1)C(C#N)=C(N)O2 (configuration not stated)
    -15.6 | 3.1 | 14.6[fluorescence artefact?] | 17.4 | -0.7 | 5.7 | -0.9 | 3.0 | 6.5
COc1ccc2c(=O)c(N3C(=O)c4ccccc4C3=O)c(C)oc2c1
    -25.3 | -3.9 | 0.1 | 5.7 | 1.4 | -2.9 | 8.6 | -6.5 | -16.3
Cc1cccc(S(=O)(=O)NCCc2cn3ccccc3n2)c1
    13.1 | -3.2 | 1.2 | 4.5 | -1.8 | 2.2 | 15.5 | 9.0 | 7.1
c1cc(-n2cnnn2)ccc1NC1=NCCC1
    12.9 | 3.5 | -5.6 | 5.2 | 0.9 | 8.4 | 22.0 | -7.4 | -44.4
COc1ccc(C(=O)C2CCCN(Cc3ccc4c(c3)OCCO4)C2)cc1F (configuration not stated)
    -18.0 | · | -4.0 | 6.9 | 1.2 | -9.6 | -15.1 | 2.6 | -36.1
CCCC(=O)NCCc1cc2cc(C)c(C)cc2[nH]c1=O
    8.4 | 4.8 | 3.1 | 9.2 | 2.5 | -2.2 | -2.4 | 2.2 | -5.9
COc1ccc(S(=O)(=O)Nc2ccc(S(=O)(=O)Nc3nc(C)cc(C)n3)cc2)cc1OC
    1.3 | -0.7 | -2.6 | 14.6 | 0.6 | -3.3 | 20.1 | 1.6 | 7.6
Nc1nc(C2C(=O)CCCC2=O)cs1
    7.0 | 0.0 | -3.4 | 2.9 | -1.0 | -6.6 | -11.9 | 4.2 | -8.3
COc1ccc(/C=N/Nc2cc(C)nc(N3CCOCC3)n2)cc1
    -4.8 | · | 7.2 | 7.7 | 0.1 | 15.1 | 3.6 | -2.6 | -17.8
CC(=O)Nc1ccc(/C=N/Nc2nc3ccccc3s2)cc1
    -35.8 | · | -2.1 | 6.8 | -0.3 | -3.9 | 43.4 | 8.4 | 38.5
COc1cc(NC(=O)c2cccnc2SC)cc(OC)c1
    -17.4 | -3.3 | 1.3 | 5.5 | -0.9 | 5.9 | -2.9 | -2.9 | 6.1
Cc1onc(-c2c(Cl)cccc2Cl)c1NC(=O)NNc1ccccn1
    11.6 | · | -4.0 | 7.4 | 0.6 | 10.6 | -9.5 | 2.1 | -7.2
CCCCOc1ccccc1C(=O)NCCCCCC(=O)O
    15.2 | -2.8 | 2.1 | · | -0.8 | -14.4 | -5.0 | 3.4 | 4.6
O=C(Nc1cccc2nsnc12)c1cccnc1
    -24.7 | 0.1 | 6.4 | 5.0 | 0.8 | 3.8 | -13.1 | 1.8 | 5.3
CCC(C(=O)NC1CCCC1)N(C(=O)Cn1nnc(-c2ccc(C)cc2)n1)C1CCCC1 (configuration not stated)
    44.5 | -4.1 | 7.5 | 10.6 | -2.6 | -1.1 | -32.3 | -8.1 | -28.3
Fc1ccc(COc2ccccc2C(=S)N2CCCC2)cc1
    22.1 | 0.8 | -1.3[fluorescence artefact?] | 14.8 | 1.5 | -14.4 | 29.1 | -6.5 | 9.9
CCC(=O)Oc1ccc2ccccc2c1CNC(=O)c1ccccc1
    -2.0 | 2.7 | 2.5 | 3.5 | 0.1 | -14.0 | -0.3 | -0.8 | 0.5
COC(=O)C1=C(C)NC2=C(C(=O)CCC2)C1c1coc2ccccc2c1=O (configuration not stated)
    -0.9 | -0.3 | 1.2 | 2.9 | 1.7 | -22.2 | 3.5 | -4.4 | -3.4

Look-ups from above.
S1P4 antagonist with `CCCCOc1ccccc1C(=O)NCCCCCC(=O)O` reads -14.4
NPY-Y1 PAM-ag with `O=C(Nc1cccc2nsnc12)c1cccnc1` reads -13.1
NPY-Y1 antag with `CCC(C(=O)NC1CCCC1)N(C(=O)Cn1nnc(-c2ccc(C)cc2)n1)C1CCCC1` (configuration not stated) reads -4.1
EP2 modulator with `Fc1ccc(COc2ccccc2C(=S)N2CCCC2)cc1` reads 22.1
EP2 modulator with `COC(=O)C1=C(C)NC2=C(C(=O)CCC2)C1c1coc2ccccc2c1=O` (configuration not stated) reads -0.9
